# FXIIa inh: inhibitors of human coagulation factor XIIa; inhibition, % at 5 µM; actives 0.3% (n = 220,000); purified FXIIa, Boc-QGR-AMC fluorogenic substrate, 2 h; in the data active = inhibition above about 40%;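 also: 0% = enzyme with no compound and 100% = blank without enzyme; many of its hits are not listed in these tables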
# FXIa inh: blocks human coagulation factor XIa protease activity; actives 0.14% (n = 220,000); AID 798; inhibition, % at 5 µM; purified FXIa, Boc-Glu-Ala-Arg-AMC fluorogenic substrate; P03951;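 active = inhibition of at least 40%; inactive = inhibition below 40%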;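 also: fluorescence of freed AMC excited at 355 nm; 0% = enzyme without compound and 100% = no enzyme blank; many of its hits are not listed in these tables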
# 14-3-3 Bad PPI: disrupts binding of bovine 14-3-3 zeta to phospho-Bad peptide. TR-FRET 14-3-3zeta/Dy647-pBad peptide displacement, 1 h. inhibition, % at 21.7 µM. actives 0.71% (n = 220,000);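 active = inhibition above about 70%, limit read from the data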;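 also: 0% = full 14-3-3 plus peptide FRET controls and 100% = background without 14-3-3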
# Target sequence (P63103 whole entry, looked up): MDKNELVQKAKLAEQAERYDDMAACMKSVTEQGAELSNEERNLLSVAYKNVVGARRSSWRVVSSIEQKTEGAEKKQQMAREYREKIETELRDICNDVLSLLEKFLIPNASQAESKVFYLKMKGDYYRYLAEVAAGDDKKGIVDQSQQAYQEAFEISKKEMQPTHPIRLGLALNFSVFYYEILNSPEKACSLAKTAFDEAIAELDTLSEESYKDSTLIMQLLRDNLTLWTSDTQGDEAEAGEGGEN
# Hck-Nef inh: inhibitors of human Hck kinase activated by Nef | inhibition, % at 20 µM | P08631 | actives 0.68% (n = 220,000) | Recombinant Hck-YEEI plus Nef, Z-Lyte FRET kinase assay;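 active = Hck-Nef kinase inhibition above about 50%, limit read from the data; inactive = inhibition below that limit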;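 also: 0% = DMSO with Hck plus Nef and 100% = Hck alone without Nef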
# Target sequence (P08631 whole entry, looked up): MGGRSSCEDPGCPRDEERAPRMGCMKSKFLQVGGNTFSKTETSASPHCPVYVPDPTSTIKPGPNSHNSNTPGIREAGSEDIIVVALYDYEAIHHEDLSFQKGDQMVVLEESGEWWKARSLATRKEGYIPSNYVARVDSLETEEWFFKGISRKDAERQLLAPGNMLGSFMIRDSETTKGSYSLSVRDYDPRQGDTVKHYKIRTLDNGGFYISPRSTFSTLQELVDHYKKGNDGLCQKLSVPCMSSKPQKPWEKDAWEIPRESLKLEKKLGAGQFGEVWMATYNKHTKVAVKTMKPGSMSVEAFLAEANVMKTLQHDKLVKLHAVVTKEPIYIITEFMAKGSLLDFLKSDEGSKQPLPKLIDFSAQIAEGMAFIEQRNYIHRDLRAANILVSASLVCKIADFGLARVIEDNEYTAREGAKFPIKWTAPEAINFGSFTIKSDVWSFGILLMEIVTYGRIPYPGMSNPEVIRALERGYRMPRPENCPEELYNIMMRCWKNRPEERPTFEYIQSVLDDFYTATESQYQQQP
# hK5 inh: kallikrein 5 (human) inhibition. Q9Y337. recombinant hK5, fluorogenic AMC substrate cleavage. actives 0.59% (n = 210,000). AID 873. inhibition, % at 5 µM;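 active = inhibition of 40% or more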;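 also: 0% = enzyme controls without compound and 100% = no-enzyme blanks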
# Target sequence (Q9Y337 67-293 limits assumed): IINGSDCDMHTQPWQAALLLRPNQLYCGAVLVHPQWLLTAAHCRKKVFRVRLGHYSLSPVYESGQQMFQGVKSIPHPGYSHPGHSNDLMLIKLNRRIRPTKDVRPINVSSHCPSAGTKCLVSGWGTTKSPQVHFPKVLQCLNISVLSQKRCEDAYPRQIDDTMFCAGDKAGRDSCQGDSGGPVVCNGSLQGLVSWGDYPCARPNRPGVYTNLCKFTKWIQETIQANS
# Runt-SMMHC FRET: Runt domain-CBFb-SMMHC interaction inhibition. inhibition, % at 20 µM. Q01196+Q13951. actives 0.74% (n = 220,000). Cerulean-Runt/Venus-CBFb-SMMHC FRET ratio 530/480, 1 h. AID 1434;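 active = mean inhibition across duplicate retests at 20 µM reaching about 50%, limit read from the data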;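 also: 0% = DMSO wells and 100% = wells with excess untagged CBFb-SMMHC; inhibitors lower the FRET ratio by blocking Runt binding to CBFb-SMMHC; some results filed as inactive read as strong as hits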
# thrombin 1536: blocks human thrombin protease activity. alpha-thrombin, Boc-VPR-AMC fluorogenic substrate cleavage. inhibition, % at 5 µM. actives 0.26% (n = 220,000). AID 1046;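 active = inhibition at or above 40%; inactive = inhibition below 40%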;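 also: 0% = enzyme with no compound and 100% = wells without enzyme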
#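 Assay system: human alpha-thrombin enzyme. Reagent: Boc-VPR-AMC substrate, 15 µM final. Compound dosing: one concentration per compound, 5 µM, with 0.2% DMSO. Incubation: room-temperature reaction. Technique: AMC fluorescence, 355/460 nm. Measure: % inhibition relative to enzyme controls and enzyme-free blanks.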
# Wee1 degr inh: human Wee1 degradation inhibition, primary screen | P30291 | HeLa Luc-Wee1K328M stability, luciferase luminescence; 100% = proteasome inhibitor MG132 effect | reporter increase, % at 5 µM | actives 1.2% (n = 220,000);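 active = activation above the mean of all tested compounds plus 3 SD, set per screening run, cut at about 8.8% in these data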;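 also: cells exposed to compound for 20 h before luminescence read; 0% = DMSO alone and 100% = MG132 at 30 µM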
# Runt-CBFb FRET: inhibitors of human RUNX1 Runt domain binding to CBFb. actives 0.46% (n = 220,000). AID 1496. Cerulean-Runt/Venus-CBFb FRET ratio 530/480, 1 h. Q01196+Q13951. inhibition, % at 20 µM;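 active = inhibition over about 50% at 20 µM in the single-dose screen, limit read from the data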;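 also: 0% = DMSO wells and 100% = excess unlabeled CBFb competitor control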
#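 Measured by: fluorescence energy transfer, 422 nm excitation, 530/480 nm emission; test system: Cerulean-tagged RUNX1 Runt domain (FRET donor) fusion protein; buffer or medium: Tris pH 7.5 buffer with BSA; compound: one dose, 20 µM compound, 1% DMSO; times: two 1 h room-temperature incubations shielded from light; benchmarks: unlabeled CBFb 5 µM, positive control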
# * marks the source's active call; other numbers are inactive results; . = not tested or not shown; [ ] = dose if it differs, or a comment.
SMILES,FXIIa inh,FXIa inh,14-3-3 Bad PPI,Hck-Nef inh,hK5 inh,Runt-SMMHC FRET,thrombin 1536,Wee1 degr inh,Runt-CBFb FRET
CCOC(=O)c1ccc2[nH]c(C)c(CCC(C)=O)c(=O)c2c1,18,5,5,1,-19,-2,-1,-2,0
O=S(=O)(c1ccc2c(c1)OCCO2)N1CCC(n2nnc3cc(F)ccc32)CC1,0,-4,-6,-1,9,5,-8,4,-2
COc1ccccc1NCC(=O)Nc1cc(S(=O)(=O)N2CCOCC2)ccc1N1CCOCC1,4,-5,-4,10,-6,-2,3,-2,-2
COc1ccc(CONS(=O)(=O)c2ccc(NC(C)=O)cc2)cc1Cl,14,4,2,1,4,6,-2,-2,-1
COc1ccc2c(c1)S(=O)(=O)c1ccccc1N2,7,0,2,22,-1,-1,-2,3,2
O=C1NC(=S)S/C1=C\c1coc2ccccc2c1=O,8,8,-6,88*,-6,-8,-5,-2,-2
COc1ccc(NC(=O)CSc2nnc(-c3ccccc3Cl)n2Cc2ccco2)c(OC)c1,20,7,7,2,-10,3,0,-1,4
CCN(CC)c1ccc(NC(=O)COC(=O)CCC(=O)c2ccc(F)cc2)cc1,13,-4,-3,8,-8,4,3,1,19
CCCS(=O)(=O)N1CCN(Cc2ccco2)CC1,6,2,48,0,-25,-2,5,1,1
O=C(NC1=NCCS1)C12CC3CC(C1)CC(C(=O)NC1=NCCS1)(C3)C2,-3,-1,-8[fluorescence artefact?],8,-21,0,-5,0,0
CN(C)S(=O)(=O)c1cccc(NC(=O)c2cc3ccccc3o2)c1,-3,-3,75*[fluorescence artefact?],7,36,2,4,1,0
COc1cccc(CN=c2c([N+](=O)[O-])nn(-c3ccccc3C)n2O)c1,1,-4,-12,6,-16,1,4,1,-1
Cc1ccc(-c2noc(CSc3nc(N)cc(N)n3)n2)cc1,19,8,2,1,2,-3,4,-1,-1
CCCCOCCCNC(=O)c1ccc([N+](=O)[O-])c(C)c1,13,11,4,2,-12,0,-2,-2,-2
CCc1ccc(NC(=O)CC2C(=O)NCCN2C(=S)Nc2ccccc2)cc1 (centres undefined),4,-5,-4[fluorescence artefact?],2,-3,-1,-6,1,-3
O=C(O)c1ccccc1NS(=O)(=O)c1cccc2cccnc12,13,0,31,-7,-17,-2,-1,2,-1
CCOC(=O)CSc1nc(=O)n2cc(C)ccc2n1,9,6,-16,22,16,2,-2,1,0
COc1ccc(N2CCN(C(=O)c3ccccc3)CC2)c([N+](=O)[O-])c1,6,0,-2,7,-1,2,2,1,-1
O=C(NCc1ccc2c(c1)OCO2)c1cccnc1,4,-2,13,3,-40,0,-2,2,-1
CN(CCOc1ccccc1)CC(=O)Nc1cccc(Br)c1,10,0,74*,23,3,-2,3,-2,-2

# 14-3-3 Bad PPI, hit marks shown above
SMILES,FXIIa inh,FXIa inh,14-3-3 Bad PPI,Hck-Nef inh,hK5 inh,Runt-SMMHC FRET,thrombin 1536,Wee1 degr inh,Runt-CBFb FRET
CN(C)S(=O)(=O)c1cccc(NC(=O)c2cc3ccccc3o2)c1,-3,-3,75*[fluorescence artefact?],7,36,2,4,1,0
CN(CCOc1ccccc1)CC(=O)Nc1cccc(Br)c1,10,0,74*,23,3,-2,3,-2,-2

# (next part)
SMILES,FXIIa inh,FXIa inh,14-3-3 Bad PPI,Hck-Nef inh,hK5 inh,Runt-SMMHC FRET,thrombin 1536,Wee1 degr inh,Runt-CBFb FRET
CCOc1ccc(C2C(C(C)=O)=C(O)C(=O)N2CCc2c[nH]c3ccccc23)cc1 (centres undefined),3,-5,0,16,-2,-3,10,-1,-2
CC1=NN(c2nc(C)cc(C)n2)C(=O)C1CCC(C)C (centres undefined),18,-17,13,5,9,1,2,-2,1
COc1cc2[nH]c(=S)n(C3CC3)c(=O)c2cc1OC,-1,-5,-12,19,-9,1,-6,-4,4
O=C(NC1CCCC1)C1CCN(S(=O)(=O)c2cccc3cccnc23)CC1,-1,-7,2,2,-23,-2,-11,-2,-1
CC12CCC(C(=O)NCc3ccccc3Cl)(CC1=O)C2(C)C (centres undefined),10,-1,-2,26,16,1,-7,1,1
COc1cccc(C(=O)CN2CCN(S(=O)(=O)c3ccc(Br)cc3)CC2)c1,18,4,7,-1,4,3,5,-5,2
COc1ccc(-c2noc(CCC(=O)NCCN(C)Cc3ccccc3)n2)cc1,1,-4,-7[fluorescence artefact?],-1,4,0,-2,-2,1
COc1ccc(Cn2c(=O)c3cccnc3n(Cc3ccc([N+](=O)[O-])cc3)c2=O)cc1,13,6,-13,23,5,-4,-4,-2,3
Cc1onc(-c2ccccc2)c1C(=O)NNC(=S)NC(=O)c1ccc(F)cc1,15,10,-1[fluorescence artefact?],0,-64,3,-10,1,8
Clc1cccc(OCCCN2CCCC2)c1Cl,13,2,21,5,-17,-2,0,0,-1
CCCCNC(=O)NNC(=O)c1ccco1,-3,-5,9,-2,17,1,-9,2,-2
Cc1ccc(NC(=O)c2csnn2)c(C)c1,24,19,11,6,-4,-6,-1,1,-2
COc1ccccc1NC(=O)N(Cc1cccs1)Cc1cc2cc3c(cc2[nH]c1=O)OCO3,11,6,10,5,-10,2,-3,-2,-2
CCOC(=O)N1CCN(c2nc3ccccc3nc2C(C#N)S(=O)(=O)c2ccc(C)cc2)CC1 (centres undefined),16,7,9,7,4,63,1,-1,-47
COc1ccc(/C=N/NC(=O)c2csc(-n3nc(C)cc3C(F)(F)F)n2)cc1,-1,-1,-14,3,-16,-3,-8,0,-4
CCN(CC)CCC(c1ccc2c(c1)OCO2)c1c(OC)cc(OC)c2ccc(=O)oc12 (centres undefined),13,3,-1,30,2,1,5,.,1
COC(=O)CNC(=O)C(C)NC(=O)OCc1ccccc1 (centres undefined),19,8,13[fluorescence artefact?],5,-13,-3,3,-2,0
CCOC(=O)N/N=C(\C)c1ccc(-n2cnnn2)cc1,3,-6,1,1,3,0,-1,6,-1
Cc1cs/c(=N\N=C2CCCCC2)n1Cc1ccco1,9,6,-13,32,-1,-4,-4,-4,-3
N/C(Cc1nc(-c2ccc(Cl)cc2)cs1)=N/O,3,-1,-1,7,-2,3,-7,1,0
CSc1ccccc1NC(=S)N/N=C/c1cccn1Cc1ccc(F)cc1,4,-2,-20,21,-3,3,-1,-3,2
CCCOC(=O)c1[nH]c2c(c1C)C(=O)CC(c1ccc(OC)c(OC)c1)C2 (centres undefined),12,5,4,-2,-5,5,3,-2,3
CNC(=O)n1cc(C)c(-c2cccs2)n1,1,4,-4,7,2,-3,-9,0,1
O=C(c1ccc(F)cc1)N(Cc1ccccc1)C1CCS(=O)(=O)C1 (centres undefined),13,16,-1,-1,5,-3,0,0,4
COc1ccc(NC(=O)c2cccs2)cc1NC(=O)c1ccco1,14,1,-5,-1,-8,2,4,-3,0
CCOC(=O)Cc1[nH]nc2c1C(c1ccoc1)C(C#N)=C(N)O2 (centres undefined),3,4,6[fluorescence artefact?],-1,6,-2,-2,-1,4
Cc1cc(C(=O)OCC(=O)NC(C)C)c(C)o1,6,-12,-1,2,-6,-2,-4,-2,-2
Cc1cc(C)cc(Oc2ccc(N)cc2)c1,12,2,-5,0,4,8,3,-1,0
Cc1ccc(C)c(SCC(=O)c2ccc[nH]2)c1,10,0,-3,-4,0,-5,-3,-1,-1
CC(=O)Oc1cccc(N2C(=O)c3ccc(C(=O)O)cc3C2=O)c1,9,-4,-11,0,-5,1,5,-2,-2
CCOC(=O)C1CCN(S(=O)(=O)c2cc(Cl)c(C)cc2OC)CC1,-1,3,-1,-8,2,0,-6,1,-3
CCCOc1ccc(C(C)=O)cc1CC(C(=O)OCC)C(=O)OCC,4,6,-5[fluorescence artefact?],1,2,3,-4,-3,-4
CCOC(=O)N1CCN(C(=O)CNC(=O)c2nn(-c3ccc(OC)cc3)c(=O)c3ccccc23)CC1,6,9,-6,0,-20,4,6,2,6
Cc1ccc(-n2c3nc(=O)n(C)c(=O)c-3cc3ccccc32)cc1,-5,-7,45,28,-9,81*,-7,-2,10
O=C(COC(=O)c1cc(=O)[nH]c2ccccc12)Nc1nc(-c2ccccc2)cs1,4,-1,-11,3,-4,-7,4,0,0
Cn1c(=O)c2cc(S(=O)(=O)Nc3cc(C(=O)O)cc(C(=O)O)c3)ccc2n(C)c1=O,13,3,-3,15,.,0,3,1,-1
COC(=O)CNC(=O)C1(C)C=CCN1C(=O)c1ccccc1 (centres undefined),8,-1,2,-6,-10,-4,-1,1,0
O=C(COC(=O)/C=C/c1ccc(S(=O)(=O)N2CCOCC2)cc1)NCc1ccc2c(c1)OCO2,5,-3,-6,2,0,0,-3,-1,0
Cc1cc(NC(=O)CSc2nc3ccsc3c(=O)n2Cc2ccccn2)n[nH]1,8,-7,6,-1,-10,2,-8,-2,1
CCN1C(=O)c2cccc3c(S(=O)(=O)Nc4ccc(OC)cc4OC)ccc1c23,-3,-4,-9,-1,8,-2,-4,5,-4
N#Cc1ccsc1NC(=O)CN1CCCCC1,8,-4,-7,1,-7,-9,-2,1,0
Cc1nc([N+](=O)[O-])cn1-c1nc2ccccn2c1[N+](=O)[O-],6,2,4,18,3,-1,1,3,3
CCN(CC)CCN(Cc1cc2ccc(C)c(C)c2[nH]c1=O)C(=S)NCc1ccco1,3,-4,-7,17,-3,-2,-2,-1,4
COc1ccc(CCNCC(=O)Nc2ccc(C)c(S(=O)(=O)N(C)C)c2)cc1,6,-1,9,24,-4,0,7,1,-3
C/C(=N\Nc1ccc(C(=O)c2c(C)cc3ccccn23)cc1[N+](=O)[O-])c1ccc(O)cc1,10,8,7,8,9,-10,3,0,0
COc1ccc(NC(=O)Cn2c(=O)n(-c3ccccc3)c(=O)c3oc4ccccc4c32)c(OC)c1,19,22,53[fluorescence artefact?],-2,13,-14,4,1,-6
Cc1ccc(Nc2nc(N)nc(CN3CCC(C)CC3)n2)c(C)c1,10,3,-8,1,-8,.,2,-3,.
O=C(Cn1nc(C(F)(F)F)c2c1CCC2)NCc1ccc(F)cc1,4,2,10[fluorescence artefact?],-5,-17,2,-8,-1,-4
COc1cccc(/C=C2\SC(=S)N(CC3CCCO3)C2=O)c1 (centres undefined),5,4,5[fluorescence artefact?],-1,-7,-5,-7,1,-4
CCc1ccc(S(=O)(=O)NCCc2cn3ccsc3n2)s1,-2,-11,5,1,-16,-3,-7,-1,0
Cc1ccc(C(=O)N2N=C(c3ccccc3)CC2(O)C(F)(F)F)o1 (centres undefined),7,0,-18,28,4,-2,5,4,0
CSC(=CC(=O)c1ccc(F)cc1)SC,0,0,-7,16,-3,-5,-8,3,1
CCOC(=O)c1ccc2c(c1)n(CC)c(C)[n+]2CC,6,-5,33,12,-8,4,1,6,-15
COc1ccc(S(=O)(=O)Nc2ccccc2C(=O)N2CCCC2)cc1OC,6,2,-3,10,3,-6,-1,0,2
CN(C)CCNC(=O)COc1ccc(Cl)cc1Cl,9,5,4,1,-9,7,0,1,-2

# Source: PubChem BioAssay

# Rows were taken by chance; overall some 4.2% were active at least once.
